# GPT2 inh = blocks human glutamate pyruvate transaminase 2 | Recombinant GPT2, coupled pyruvate oxidase/HRP Amplex Red fluorescence | Potency, µM (top dose mostly 57.7 µM), without a hit: at the top dose activity change, negative = inhibition, usual class: inhibitors | Q8TD30 | 100,000 tested, 0.25% active; further: potency means the concentration at half of the fitted maximal effect; nearly all actives have a fitted effect of over 60% in size; many of its hits are not listed in these tables
# Target sequence (Q8TD30 whole entry, looked up): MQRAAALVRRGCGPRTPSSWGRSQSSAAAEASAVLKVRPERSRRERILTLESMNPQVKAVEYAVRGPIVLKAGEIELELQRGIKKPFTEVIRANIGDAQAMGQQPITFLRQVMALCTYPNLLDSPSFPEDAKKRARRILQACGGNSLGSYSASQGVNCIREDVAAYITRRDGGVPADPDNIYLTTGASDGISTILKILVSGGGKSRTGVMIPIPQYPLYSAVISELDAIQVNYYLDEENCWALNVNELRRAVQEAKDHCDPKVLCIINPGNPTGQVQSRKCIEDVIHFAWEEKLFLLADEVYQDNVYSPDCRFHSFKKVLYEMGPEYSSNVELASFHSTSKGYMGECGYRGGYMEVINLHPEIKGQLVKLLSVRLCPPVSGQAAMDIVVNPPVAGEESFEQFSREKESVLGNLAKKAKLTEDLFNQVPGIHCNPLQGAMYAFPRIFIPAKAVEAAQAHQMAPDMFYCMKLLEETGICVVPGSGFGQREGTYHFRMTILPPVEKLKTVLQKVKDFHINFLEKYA
#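 Recombinant GPT2 (10ng/uL) with 250uM a-KG and 2mM L-alanine, 30 min at room temperature, in HEPES pH 7.5 buffer. Pyruvate detected by pyruvate oxidase/HRP/Amplex Red fluorescence after 30 min in the dark; AOA (50uM) as positive control.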
# 3T3 cytotox = kills NIH 3T3 cells | NIH 3T3 viability, CellTiter-Glo ATP luminescence, 48-72 h | Potency, µM (highest dose often 96.7 µM), for the others: at the top dose activity change, negative = cytotoxicity, usual class: inhibitors | 94,000 tested, 4.3% active | AID 1345082; further: potency means the concentration at half of the fitted maximal effect; nearly all actives have a fitted effect of over 55% in size
#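 ATP-dependent luminescence (CellTiter-Glo) served as the viability signal for NIH 3T3 cells treated with compound for 48 or 72 hr at 37 °C.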
# FLuc inh = blocks purified firefly luciferase enzyme activity; P08659; purified P. pyralis luciferase, luminescence, biochemical; Potency, µM (highest dose often 115 µM), for inactives: at the highest dose activity change, negative = inhibition, usual class: inhibitors; 76,000 tested, 2.5% active; AID 1347043; further: potency means the concentration at half of the fitted maximal effect; nearly all actives have a fitted effect of over 65% in size
# Target sequence (P08659 whole entry, looked up): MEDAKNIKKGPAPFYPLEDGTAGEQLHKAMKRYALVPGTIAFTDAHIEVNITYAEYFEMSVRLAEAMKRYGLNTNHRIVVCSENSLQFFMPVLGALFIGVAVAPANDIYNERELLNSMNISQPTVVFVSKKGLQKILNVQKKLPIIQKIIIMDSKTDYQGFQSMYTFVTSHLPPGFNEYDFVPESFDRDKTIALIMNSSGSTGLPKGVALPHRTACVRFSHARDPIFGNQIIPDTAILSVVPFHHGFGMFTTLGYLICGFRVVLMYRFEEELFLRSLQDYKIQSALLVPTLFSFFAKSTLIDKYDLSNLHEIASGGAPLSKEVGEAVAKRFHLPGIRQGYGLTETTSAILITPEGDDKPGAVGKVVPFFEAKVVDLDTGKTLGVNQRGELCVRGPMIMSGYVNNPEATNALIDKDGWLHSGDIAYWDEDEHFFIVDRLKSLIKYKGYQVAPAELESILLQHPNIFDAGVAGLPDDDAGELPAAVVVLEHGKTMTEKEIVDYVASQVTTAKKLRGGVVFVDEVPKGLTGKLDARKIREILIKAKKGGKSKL
#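 Inhibitors were tested against purified firefly luciferase in a biochemical, low-substrate format (both substrates at 10uM) and luminescence measured with a CCD imager.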
# IP6K1 inh = inhibitors of human IP6K1 | 140,000 tested, 0.81% active | IP6K1 kinase, ADP-Glo luminescence, 2 h; active compounds read low | activity change, % (series mostly up to about 58 µM) | Q92551; in the data active means activity change below about -25%
#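 ADP-Glo luminescence measures ADP made by human IP6K1 during a 2 h RT reaction with ATP/IP6 (mix at 1.3 mM/130 uM); top library doses 57.5 and 19.1 uM final.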
# HEK cytotox = cytotoxic compounds in HEK 293 cells | 94,000 tested, 6.6% active | HEK 293 viability, ATP luminescence (CellTiter-Glo), 48-72 h | AID 1345083 | Potency, µM (top dose mostly 115 µM), for the others: at the top dose activity change, negative = cytotoxicity, hits mostly inhibitors; further: potency means the concentration at half of the fitted maximal effect; nearly all actives have a fitted effect of over 60% in size
#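 HEK 293 cells at 250 cells/well were exposed to compounds by pintool transfer for 48 or 72 hr at 37 degree Celsius, 5% CO2. Viability was read as ATP-coupled luminescence with CellTiter-Glo after 10 min at room temperature.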
# SNCA expr inh = SNCA gene expression inhibition. HEK-293 SNCA-luciferase knock-in, luminescence, 24 h. Potency, µM (doses to about 57.2 µM), inactives show top-dose activity change, negative = inhibition, actives largely listed as inhibitors. 140,000 tested, 0.17% active. AID 1671194;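 further: potency means the concentration at half of the fitted maximal effect; plate controls were DMSO cells for no effect and cell-free wells for full effect; nearly all actives have a fitted effect of over 45% in size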
# SNCA viab count = counter-screen for SNCA expression inhibitors: cell viability; HEK-293-SNCA-luc viability, GF-AFC fluorescence, 24 h; Potency, µM (doses to about 57.1 µM), without a hit: at the highest dose activity change, negative = cytotoxicity, hits mostly cytotoxic; 150,000 tested, 0.12% active;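 further: potency means the concentration at half of the fitted maximal effect; 0% = DMSO-treated cells and -100% = medium-only wells without cells; nearly all actives have a fitted effect of over 30% in size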
#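 HEK-293-SNCA-luc cells (1500/well) plated 24 h, then exposed 24 h to a dilution series; GF-AFC added 30 min at 37C, fluorescence 405/540 nm; normalised to medium-only and DMSO wells, Hill fit.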
# * marks the source's active call; other numbers are inactive results; i = inactive; ? = inconclusive; . = no result given; [ ] = another dose, or the depositor's remark. Unless noted, the call rests on the fitted dose curve; in most records, active means well fitted curve in the direction sought with a large enough effect; inconclusive means small, poorly fitted or top-dose-only effect, or another doubt; inactive means no such curve, though single readings can be large; an effect the other way counts as inactive or inconclusive. Unless noted, on the % scale 0 is the no-effect control and ±100 the full control effect. A portion of the library, so the mix of outcomes need not match the whole.
SMILES,GPT2 inh,3T3 cytotox,FLuc inh,IP6K1 inh,HEK cytotox,SNCA expr inh,SNCA viab count
Cc1cccc(OCCc2noc(C3CN(C(=O)Nc4ccc5c(c4)OCCO5)C3)n2)c1,0.5%,?,3.55µM*,3.0,?,73.0%[activator],2.3%
Cc1cc(C(=O)N2CCOc3ccc(CCC(N)=O)cc3C2)nn1C,i,-9.3%,-1.3%,12.2,-9.0%,-5.0%,-7.7%[12.5 µM]
O=C(c1ccc2c(c1)OCCO2)N(Cc1cccnc1)c1nc2c(Cl)cccc2s1,.,.,.,-19.6,.,?,-22.5%
CCCCN(Cc1ccccc1)Cc1cn[nH]c1-c1ccc(OC)cc1OC,i,?,3.0%,5.3,?,-20.6%,-0.9%
CC(C)Cn1c(=O)c(C(=O)NC2CC2)nc2cccnc21,-6.6%[88.5 µM],-16.2%[138 µM],.,12.6,-3.2%[172 µM],-1.3%[87.6 µM],-12.1%[87.6 µM]
CCC(=O)N1CCc2nc(N3CCN(Cc4cccnc4)CC3)sc2C1,i,-7.3%,9.7%,2.1,-25.2%,6.5%,-5.8%
Cc1nn2c(=O)cc(COC(=O)c3ccc(NC(=O)COc4ccc(Cl)cc4)cc3)nc2s1,.,.,.,0.0,.,-6.6%,-14.2%
Cn1ncc(N2CCCC(CC(=O)NC3CCCCC3)C2)cc1=O (stereo unspecified),-17.7%,-9.7%,-10.0%,-4.4,-0.9%,5.3%,-1.7%
COc1ccc(C(=O)Nc2ccc(OCc3cc(=O)n4ccsc4n3)cc2)cc1OC,.,.,.,-7.7,.,-10.6%,7.3%
Fc1ccc(OC2CN(Cc3ccsc3)C2)cc1F,4.6%[88.5 µM],-1.7%[138 µM],.,-4.8,3.4%[172 µM],10.5%[87.6 µM],10.1%[87.6 µM]
Cc1ccc(-n2ncc(C(=O)NCCc3ccsc3)c2C2CCN(C(=O)OC(C)(C)C)CC2)c(C)c1,.,.,.,-4.5,.,?,-13.1%
CN(Cc1cccc2cnccc12)C(=O)c1cc(COc2ccc(F)cc2F)on1,i,?,2.0%,-5.3,?,?,-11.7%
CCc1ccccc1NC(=O)Cn1cc(C(=O)c2ccncc2)c(=O)c2cc(C)ccc21,.,.,.,40.5,.,-7.5%,-4.0%
Cc1cc(C)c(NC(=O)Cn2nnc(-c3ccccc3)n2)c(C)c1,.,.,.,6.6,.,-2.1%,-3.6%
O=C(Cc1ccc(F)cc1)N1CCCC(C(=O)N2CCC(c3nc4ccncc4[nH]3)C2)C1 (stereo unspecified),-1.3%,-11.7%,.,19.3,-8.2%,-9.8%,-15.5%
Cc1nnc([C@H]2CCN(Cc3ncc[nH]3)C2)o1,-3.2%[88.5 µM],-8.4%[230 µM],-3.9%[230 µM],17.7,-19.5%[230 µM],1.0%[87.6 µM],12.2%[87.6 µM]
Cn1cc(CCCC(=O)NCc2ccc(F)cc2)c2ccccc21,.,.,.,3.4,.,-8.6%,2.0%
Cc1cccc(NC(=O)CSc2nnc3c4ccccc4n(C)c3n2)c1,.,.,.,6.7,.,-0.6%,-5.7%
CCc1ccccc1NC(=O)CC(C)S(=O)(=O)c1ccc2c(c1)NC(=O)CO2 (stereo unspecified),.,.,.,15.2,.,-1.7%,-0.9%
CN(C)c1ncc2c(n1)C(C)(C(=O)Nc1ccc(Cl)cc1)CCC2 (stereo unspecified),-2.8%[88.5 µM],?,-4.0%[172 µM],-12.2,?,-1.6%[87.6 µM],8.4%[87.6 µM]
Cc1ccccc1NC(=O)C(Cc1ccccc1)N1Cc2ccccc2C1=O (stereo unspecified),.,.,.,-2.1,.,15.5%,-2.2%
Cc1nn(-c2ccccc2)c2c1C(C1CC1)N(C1CCN(C(=O)c3cccc(C(F)(F)F)c3)C1)C2=O (stereo unspecified),.,-26.6%,.,4.4,-30.8%,.,.
CC(C)NC(=O)CN1C(=O)COc2ccc(S(=O)(=O)N3CCCCCC3)cc21,.,.,.,6.4,.,9.8%,-15.5%
COc1ccc(Nc2nnc(-c3ccc(C)c(S(=O)(=O)N4CCN(C)CC4)c3)c3ccccc23)cc1,.,.,.,-15.4,.,4.7%,-11.3%
O=C(NC[C@H]1Cn2c(-c3ccc4c(c3)OCO4)cnc2CO1)c1ccc2c(c1)OCO2,-16.8%[88.5 µM],28.2µM*,?,-11.2,63.1µM*,-8.1%[87.6 µM],-26.8%[87.6 µM]
SMILES,GPT2 inh,3T3 cytotox,FLuc inh,IP6K1 inh,HEK cytotox,SNCA expr inh,SNCA viab count
Cc1ccccc1CS(=O)(=O)CC1Nc2ccc(C(=O)NCc3ccc(Cl)cc3)cc2NC1=O (stereo unspecified),.,.,.,-2.3,.,25.0%,6.3%
Cn1cccc1C(=O)N1CCN(C(=O)c2nnn3c2COC(c2ccc(Cl)cc2)C3)CC1 (stereo unspecified),-2.1%,-8.8%,-2.5%,0.0,?,-17.5%,-13.3%
Cc1cnc(C(=O)N[C@@H]2CN(C3CCOCC3)C[C@H]2CN(C)C)cn1,i,i,2.4%,2.1,i,-20.9%,-1.8%
C#CCOc1ccccc1-c1c(-c2ccccc2)ncn1CCCO,-8.9%,?,10.3%,3.3,?,5.2%,-3.0%
O=C1NCc2ccccc2CC12CCN(Cc1cccc(O)c1)CC2,3.7%,i,.,2.5,-2.7%,13.6%,-2.2%
Cc1ccc(CNC(=O)c2ccc3nc(SCc4ccc(F)cc4)[nH]c3c2)cc1,.,.,.,15.8,.,8.9%,-3.0%
Cc1ccc(-c2cc(-c3cccnc3)c3cncn3c2)cn1,?,39.8µM*,-2.5%[230 µM],-8.2,?,8.0%[87.6 µM],-7.6%[87.6 µM]
CN(Cc1ccccc1C(F)(F)F)C(=O)Cc1cccc(Cl)c1,i,?,-7.8%[172 µM],0.9,79.4µM*,-23.2%[87.6 µM],-14.3%[87.6 µM]
O=C(NCc1ccc(C(F)(F)F)cc1)C1CN(Cc2ccccc2)C(=O)N1 (stereo unspecified),0.9%,-13.3%,0.4%,-4.5,-29.9%,2.6%,7.9%
COc1ccc(CNC(=O)C2(c3ccc(OC)cc3)CCOCC2)cc1,.,-33.0%,.,7.0,-13.6%,.,.
COC(=O)c1c(NC(=O)c2ccc(Cl)c(Cl)c2)sc2c1CCCC2,.,.,.,23.6,.,-3.1%,0.7%
O=C1CC(c2noc(-c3cc(F)ccc3F)n2)CN1c1ccc(F)c(Cl)c1 (stereo unspecified),i,-6.5%,0.1%,0.3,-21.9%,-7.5%,7.5%
Cc1ccccc1S(=O)(=O)N1CCN(C2CCN(Cc3ccccn3)C2=O)CC1 (stereo unspecified),2.7%,-28.2%,-13.4%,11.5,-23.3%,10.4%,9.2%
O=C(COc1ccc2ccccc2c1)NC1CC(=O)N(c2ccc(F)cc2)C1 (stereo unspecified),.,.,.,35.3,.,-2.4%,16.5%
CCCSCCCNC(=O)Cn1c(-c2cccs2)cc2ccccc21,.,.,.,-9.0,.,-15.8%,8.0%
COc1ccc(S(=O)(=O)N[C@H](C)c2onc(-c3cccnc3)c2C(=O)O)cc1,-15.4%[88.5 µM],-14.4%[138 µM],2.2%[172 µM],10.2,i,-7.8%[87.6 µM],4.3%[87.6 µM]
O=C(C1CCC(N2Cc3cccn3C2=O)CC1)C1CCN(C(=O)c2ccccc2)CC1 (stereo unspecified),i,-19.2%,.,7.3,?,-13.1%,-0.4%
COCCNC(=O)[C@@H]1Cc2cn(Cc3cccnc3)c3cccc(c23)[C@H](CC(C)C)N1,?,?,-2.2%[172 µM],9.6,44.7µM*,?,-21.9%[87.6 µM]
CN1C(=O)CCCCC1C(=O)NCc1ccc(F)cc1 (stereo unspecified),i,i,0.6%,12.3,11.6%,-11.0%,4.8%
CC(=O)c1cccc(NC(=O)Cn2c(N3CCCCC3)nc(C)c(C)c2=O)c1,i,-24.3%,9.5%,0.5,-24.3%,?,?
Cc1nnc(N2CCC(C(=O)NCCC(C)C)CC2)c2nn(-c3ccc(Cl)cc3)c(C)c12,.,.,.,-6.3,.,36.9%[activator],-4.9%
CCOC(=O)CNC(=O)c1cc2c(=O)n(CC)c3ccccc3c2s1,.,.,.,16.3,.,14.2%,-5.7%
CC(C)c1cc(C(=O)NCCc2nc(-c3cccnc3)no2)nc2ncnn12,-1.1%[11.5 µM],i,3.4%,2.3,-4.8%,-0.4%,-2.6%
O=C(N[C@H]1CCN2C(=O)c3cc(-c4ccc5c(c4)OCO5)ccc3NC(=O)[C@H]12)c1cccs1,-6.5%,-30.6%,?,-12.3,-10.9%,6.9%,-4.0%
CCc1cccc(-n2c(=O)c3cccnc3n2CC(=O)NCc2ccc(C)cc2)c1,.,.,.,-6.3,.,-16.7%,-7.6%
SMILES,GPT2 inh,3T3 cytotox,FLuc inh,IP6K1 inh,HEK cytotox,SNCA expr inh,SNCA viab count
Cc1ccc(-n2c(=O)c3c(c4cc(C)ccc4n3C)n(CC(=O)NCC3CCCO3)c2=O)cc1 (stereo unspecified),.,.,.,12.1,.,25.6%,9.3%
Cc1cc(Cl)ccc1NC(=O)CN1C(=O)COc2ccc(S(=O)(=O)Nc3ccccc3)cc21,.,.,.,32.1,.,-21.5%,?
COc1cccc(N2CC(C(=O)NCC3CC3)NC2=O)c1 (stereo unspecified),-9.4%[88.5 µM],-6.2%[138 µM],-5.9%[172 µM],5.5,-14.5%[172 µM],-14.8%[87.6 µM],1.7%[87.6 µM]
O=[S+]([O-])(Nc1cc(-c2ccccn2)nn1-c1ccccc1)c1ccccc1,i,?,.,-7.1,-32.6%,-22.0%,?
C/C=C(\C)C(=O)OC1C(C)C2(O)C(C=C(CO)CC3(O)C(=O)C(C)=CC32)C2C(C)(C)C12OC(C)=O (stereo unspecified),i,.,.,-13.3,.,.,9.0%[23.9 µM]
O=C(Nc1cccc(C(F)(F)F)c1)N[C@H]1CO[C@H]2[C@@H]1OC[C@@H]2Nc1nccc(-c2ccc(-c3ccccc3)cc2)n1,-3.4%,31.6µM*,3.9%,-8.1,35.5µM*,?,?
CCN(C(=O)CN1C(=O)NC(c2ccc(Cl)cc2)C2=C1COC2=O)c1ccccc1 (stereo unspecified),-12.6%,-15.9%,-2.2%,9.7,?,?,-11.5%
CCOc1ccc(-c2nc(SCC(=O)NC3CCCC3)c(-c3ccccc3)[nH]2)cc1OC,.,.,.,-4.4,.,-18.4%,?
Cc1csc2nc(COc3ccc(NC(=O)COc4ccc(F)cc4)cc3)cc(=O)n12,.,.,.,20.0,.,5.0%,-20.9%

# Compounds shown so far that have an aryl thioether with sulfur outside any ring (3):
SMILES,GPT2 inh,3T3 cytotox,FLuc inh,IP6K1 inh,HEK cytotox,SNCA expr inh,SNCA viab count
Cc1cccc(NC(=O)CSc2nnc3c4ccccc4n(C)c3n2)c1,.,.,.,6.7,.,-0.6%,-5.7%
Cc1ccc(CNC(=O)c2ccc3nc(SCc4ccc(F)cc4)[nH]c3c2)cc1,.,.,.,15.8,.,8.9%,-3.0%
CCOc1ccc(-c2nc(SCC(=O)NC3CCCC3)c(-c3ccccc3)[nH]2)cc1OC,.,.,.,-4.4,.,-18.4%,?

# Assay outcomes as filed in PubChem.
